MC4R ag barr = activates human MC4R beta-arrestin recruitment; activation, % at 8.9 µM; U2OS MC4R beta-arrestin complementation, luminescence; percent of melanotan II response, DMSO zero; P32245; 0.98% of 360,000 active;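 active means activation above a per-plate cutoff, the mean activation of sample wells on that plate plus 3 SD, cut at about 8% in these data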
Glyco luc inh = N-linked glycosylation inhibition | D54 ERlucT glycosylation luciferase reporter, 24 h; percent of 100 nM tunicamycin response | reporter increase, % at 12.5 µM | 0.23% of 360,000 active | AID 588692;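 active means mean luciferase reporter signal, scaled so untreated is 0 and the glycosylation-blocking control 100, at or above a set limit in every replicate; inconclusive means mean reaches the limit but not every replicate does; inactive means mean below the limit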;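 further: luciferase carries N-glycosylation sites so blocking glycosylation raises the light; 0% = median of neutral control wells and 100% = median of 100 nM tunicamycin wells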
TLR9-MyD88 block = inhibitors of human TLR9-MyD88 binding; 0.21% of 340,000 active; CHO BLA complementation TLR9-MyD88, CCF4 FRET ratio; Q9NR96+Q99836; inhibition, % at 4.98 µM;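 active means inhibition above the mean over all tested compounds plus 3 SD, cut at about 21% in these data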;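 further: 0% = DMSO only wells and 100% = clavulanate BLA inhibitor control wells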
NOD2-RIPK2 inh = inhibitors of human NOD2-RIPK2 interaction; 0.38% of 360,000 active; O43353; inhibition, % at 4.98 µM; AID 624267; CHO BLA complementation NOD2-RIPK2, CCF4 ratio; in the data active means inhibition above about 21%;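 further: 0% = vehicle only and 100% = reference blocker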
ABCB6 inh 2 = human ABCB6 transporter inhibition | fluorescence ratio to DMSO, % at 10 µM | 0.19% of 360,000 active | AID 602162 | K562-ABCB6 porphyrin accumulation, flow cytometry, 1 h; stronger effect = lower value;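 active means fluorescence ratio to DMSO below 75%, the collection mean minus 3 SD; inconclusive means too few cells collected in the well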;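 further: signal is porphyrin accumulated inside mitochondria; 100% equals median channel fluorescence of DMSO control wells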
H9c2 protect = myocardial damage modulation in H9c2 cells; H9c2 cardiomyocytes, H2O2 injury protection, ATPLite, 2 h; AID 588492; 0.63% of 360,000 active; protection from H2O2 cell death, % at 20 µM;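 active means compounds giving at least 50% protection of heart cells from peroxide-induced death in the single-dose screen, raw or plate-pattern-corrected value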;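 further: 0% = DMSO wells with peroxide and 100% = DMSO wells without peroxide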
MC4R antag cAMP = human MC4R antagonism in cAMP assay; MC4R-expressing cells, MTII-stimulated cAMP, LANCE TR-FRET; 0.48% of 360,000 active; P32245; inhibition, % at 6.5 µM;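 active means inhibition above its plate's cutoff, the mean of tested wells on that plate plus 3 SD, cut at about 29% in these data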;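 further: 0% = Melanotan II alone and 100% = Melanotan II plus saturating MCL0020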
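Assay system: U2OS-MC4R stable cell line; Also added: Melanotan II; Technique: Eu-cAMP/anti-cAMP TR-FRET, emission 671 nm; Times: 30-min compound, 1-h challenge, 1-h detection, room temperature.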
ABHD5-PLIN5 inh = ABHD5-PLIN5 protein interaction inhibition; Split G. princeps luciferase complementation, luminescence, 4 h; inhibition, % at 4 µM; 0.78% of 360,000 active; AID 602281;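 active means inhibition above the mean inhibition across every tested compound plus 3 SD, cut at about 22% in these data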;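 further: 0% = DMSO only wells and the 100% control is not disclosed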
HTR2A ag = mouse HTR2A agonism via beta-arrestin recruitment; 0.66% of 360,000 active; P35363; CHO-K1 mHTR2A beta-arrestin complementation, luminescence; percent of 30 µM serotonin response; AID 624169; activation, % at 7.6 µM;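 active means activation above a run cutoff, the mean activation of all tested compounds plus 3 SD, cut at about 14% in these data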;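 further: 0% = plate median of compound wells and 100% = 30 µM serotonin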
NCOA2 inhibitor = inhibits human steroid receptor coactivator 2. 0.17% of 370,000 active. inhibition, % at 9 µM. HEK293 GAL4-SRC2 luciferase reporter, luminescence. Q15596;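 active means inhibition above the mean inhibition of all tested compounds plus 3 SD, set per campaign, cut at about 52% in these data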;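 further: 0% = DMSO treated cells and 100% = cells given Gossypol at 36 µM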
Starred values were filed as active, the others as inactive; ? = inconclusive; · = not tested or not shown. Only part of the results is shown (hit frequency here may not be typical).

| cpd | compound | MC4R ag barr | Glyco luc inh | TLR9-MyD88 block | NOD2-RIPK2 inh | ABCB6 inh 2 | H9c2 protect | MC4R antag cAMP | ABHD5-PLIN5 inh | HTR2A ag | NCOA2 inhibitor |
| --- | --- | --- | --- | --- | --- | --- | --- | --- | --- | --- | --- |
| 1 | COC(=O)c1cc(-c2ccc(OC)c(OC)c2)n[nH]1 | -1.9 | 1 | -2 | -9 | 103 | 0 | 1 | -1 | 1 | -4 |
| 2 | CC(OC(=O)C1=Cc2ccccc2OC1)C(=O)NC(C)(C)C (stereo not given) | -1.4 | 0 | 6 | -11 | 92 | -4 | 28 | 0 | 0 | -6 |
| 3 | Cc1cc(NC(=O)COc2ccc(C)c(C)c2)no1 | 0.5 | 0 | -1 | -5 | 96 | 5 | 2 | -2 | 4 | -40 |
| 4 | Cc1nn(CC(=O)N2c3ccccc3NC(=O)C2(C)C)c(C)c1[N+](=O)[O-] | -1.5 | -1 | 3 | -2 | 185 | 10 | 15 | 1 | 8 | 11 |
| 5 | COc1ccc(N2C(=O)CC(N3CCN(c4ccc(S(C)(=O)=O)cc4)CC3)C2=O)cc1 (stereo not given) | -1.4 | 0 | 2 | 0 | 104 | -3 | 0 | 2 | -5 | -6 |
| 6 | CC1(C(=O)Nc2cccc3cccnc23)CCN1Cc1ccc(-c2ccccc2)o1 (stereo not given) | -1.3 | -1 | · | -13 | 108 | 4 | 4 | 61* | 0 | -24 |
| 7 | COCCn1c(SCC(=O)N2CCCC2)nnc1-c1ccco1 | -0.6 | 1 | 0 | -9 | 104 | -2 | 1 | 4 | -1 | 25 |
| 8 | N#Cc1c(Cl)cccc1N1CCC(C(N)=O)CC1 | -1.6 | 0 | · | -2 | 96 | -5 | -2 | 1 | -4 | -10 |
| 9 | O=C(Nc1nc(-c2ccccc2)cs1)C1CCCCN1S(=O)(=O)c1ccccc1 (stereo not given) | -1.3 | 0 | 0 | -8 | 98 | -14 | 22 | -1 | -8 | 2 |
| 10 | O=C(c1ccc2nc[nH]c2c1)N1CCN(c2cccc(Cl)c2)CC1 | -2.2 | 0 | -8 | -5 | 98 | -4 | 4 | 2 | -3 | 10 |
| 11 | Cc1ccc(C)c(NC(=O)c2cc(-c3cc(C)cc(C)c3O)n[nH]2)c1 | 1.3 | -4 | 1 | -1 | 98 | -12 | 9 | -8 | 0 | -16 |
| 12 | Cc1cc(C)c(-c2csc(NC(=O)c3cc([N+](=O)[O-])ccc3N3CCOCC3)n2)c(C)c1 | -2.2 | -9 | 5 | 2 | 97 | -1 | 9 | -4 | 5 | -3 |
| 13 | CN(CCc1ccccc1)C(=O)c1ccc(NC(=O)Cc2ccc(NC(=O)C3CCCN(C(=O)c4ccccc4)C3)cc2)cc1 (stereo not given) | 0.1 | 14 | -28 | -5 | 97 | -16 | 8 | 4 | -1 | 2 |
| 14 | COc1cccc(NC(=O)c2cc3ccccc3cc2OC)c1 | -0.8 | -5 | 12 | 1 | 98 | 4 | 0 | -7 | -2 | -74 |
| 15 | CC(C)(C)c1ccc(/C=N/NC(=O)C2CCCC2)cc1 | -3.0 | -2 | 5 | -5 | 99 | -6 | -2 | -8 | -4 | -65 |
| 16 | COc1ccc(OC)c(C2C3=C(N=c4s/c(=C\c5cccc(O)c5)c(=O)n42)c2ccccc2CC3)c1 (stereo not given) | -0.1 | -15 | 17 | 11 | 128 | -12 | 1 | 8 | 4 | -5 |
| 17 | COC(=O)[C@H]1C[C@@]2(O)CN(S(=O)(=O)c3ccc(C)cc3)C[C@@]2(OC(=O)NC2CCCC2)C[C@H]1C(=O)OC | 2.4 | -1 | 1 | -1 | 96 | -1 | -5 | -7 | -3 | 2 |
| 18 | Cc1ccc(C2NC(=S)N3C(c4ccc(C)cc4)NC(=S)N23)cc1 (stereo not given) | -0.2 | 2 | -2 | 2 | 96 | -6 | 7 | -1 | 2 | -6 |
| 19 | CCc1noc(C)c1C(=O)NCCN1C(=O)S/C(=C\c2ccc(OC)cc2)C1=O | -2.8 | -1 | -1 | -2 | 97 | -14 | 3 | 3 | 12 | -21 |
| 20 | CCCCNC(=O)c1ccc2nc(CC)c(N(CC)CCN(C)C)n2c1 | -1.1 | 2 | · | 5 | 97 | 6 | -1 | 0 | -3 | -3 |
| 21 | CC(=O)c1ccc(Nc2nc(-c3sc(C)nc3C)cs2)cc1 | 1.1 | ? | 2 | 5 | 98 | 23 | -5 | 2 | -3 | -35 |

Some of these compounds in order of their number in ABCB6 inh 2, ascending.
#	structure	MC4R ag barr	Glyco luc inh	TLR9-MyD88 block	NOD2-RIPK2 inh	ABCB6 inh 2	MC4R antag cAMP	ABHD5-PLIN5 inh	HTR2A ag	NCOA2 inhibitor
2	CC(OC(=O)C1=Cc2ccccc2OC1)C(=O)NC(C)(C)C (stereo not given)	-1.4	0	6	-11	92	28	0	0	-6
20	CCCCNC(=O)c1ccc2nc(CC)c(N(CC)CCN(C)C)n2c1	-1.1	2	·	5	97	-1	0	-3	-3
7	COCCn1c(SCC(=O)N2CCCC2)nnc1-c1ccco1	-0.6	1	0	-9	104	1	4	-1	25

Arranged by number of heavy atoms (falling): part of the list above.
| cpd | compound | MC4R ag barr | Glyco luc inh | TLR9-MyD88 block | NOD2-RIPK2 inh | ABCB6 inh 2 | H9c2 protect | MC4R antag cAMP | ABHD5-PLIN5 inh | HTR2A ag | NCOA2 inhibitor |
| --- | --- | --- | --- | --- | --- | --- | --- | --- | --- | --- | --- |
| 13 | CN(CCc1ccccc1)C(=O)c1ccc(NC(=O)Cc2ccc(NC(=O)C3CCCN(C(=O)c4ccccc4)C3)cc2)cc1 (stereo not given) | 0.1 | 14 | -28 | -5 | 97 | -16 | 8 | 4 | -1 | 2 |
| 12 | Cc1cc(C)c(-c2csc(NC(=O)c3cc([N+](=O)[O-])ccc3N3CCOCC3)n2)c(C)c1 | -2.2 | -9 | 5 | 2 | 97 | -1 | 9 | -4 | 5 | -3 |
| 5 | COc1ccc(N2C(=O)CC(N3CCN(c4ccc(S(C)(=O)=O)cc4)CC3)C2=O)cc1 (stereo not given) | -1.4 | 0 | 2 | 0 | 104 | -3 | 0 | 2 | -5 | -6 |
| 6 | CC1(C(=O)Nc2cccc3cccnc23)CCN1Cc1ccc(-c2ccccc2)o1 (stereo not given) | -1.3 | -1 | · | -13 | 108 | 4 | 4 | 61* | 0 | -24 |
| 9 | O=C(Nc1nc(-c2ccccc2)cs1)C1CCCCN1S(=O)(=O)c1ccccc1 (stereo not given) | -1.3 | 0 | 0 | -8 | 98 | -14 | 22 | -1 | -8 | 2 |
| 4 | Cc1nn(CC(=O)N2c3ccccc3NC(=O)C2(C)C)c(C)c1[N+](=O)[O-] | -1.5 | -1 | 3 | -2 | 185 | 10 | 15 | 1 | 8 | 11 |
| 10 | O=C(c1ccc2nc[nH]c2c1)N1CCN(c2cccc(Cl)c2)CC1 | -2.2 | 0 | -8 | -5 | 98 | -4 | 4 | 2 | -3 | 10 |
| 14 | COc1cccc(NC(=O)c2cc3ccccc3cc2OC)c1 | -0.8 | -5 | 12 | 1 | 98 | 4 | 0 | -7 | -2 | -74 |
| 2 | CC(OC(=O)C1=Cc2ccccc2OC1)C(=O)NC(C)(C)C (stereo not given) | -1.4 | 0 | 6 | -11 | 92 | -4 | 28 | 0 | 0 | -6 |
| 3 | Cc1cc(NC(=O)COc2ccc(C)c(C)c2)no1 | 0.5 | 0 | -1 | -5 | 96 | 5 | 2 | -2 | 4 | -40 |
